Compound activity as filed in PubChem.
B2AR arrestin: agonists driving beta-arrestin recruitment to human beta2-adrenergic receptor | Potency, µM (top dose mostly 46.1 µM), inactives show at the top dose activation, actives largely listed as activators | actives 0.02% (n = 330,000) | beta-arrestin recruitment to beta2AR, cell-based reporter | P07550 | AID 492947;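 also: potency is read from the fitted curve at half-maximal effect; 0% = DMSO controls and full agonism = EC100 isoproterenol or metaproterenol; nearly all actives have a fitted effect of over 65% in size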
KCNH2 3.1 inh: KCNH2 3.1 (human) potassium channel inhibition; actives 0.95% (n = 340,000); activity change, % (tested at about 1.8 µM); U2OS KCNH2 3.1, thallium flux FluxOr; stronger effect = lower value;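 active = maximum activity change below -70%; inconclusive = maximum activity change from -70% to -50%; inactive = maximum activity change above -50%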;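 also: thallium influx rate constant from kinetic fluorescence after stimulation buffer; % is scaled to controls: 0 for no effect and ±100 for the full control effect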
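Normalized rate constant (relative to positive and negative DMSO controls) derived from a 2 min kinetic fluorescence read after stimulation; U2OS cells expressing the 3.1 isoform via virus at 1.77 x 10^8 /mL.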
Giardia killer: Giardia lamblia killing; Giardia lamblia trophozoite viability; activity change, % at 7.66 µM, hits read low; actives 0.15% (n = 340,000); AID 540267; in the data active = activity change below about -80%; inconclusive = between about -30% and that limit;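 also: parasites exposed to compound for two days anaerobically before the ATP read; % is scaled to controls: 0 for no effect and ±100 for the full control effect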
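Luminescence from cellular ATP indicates surviving trophozoites (100 cells/well) following 48 hrs anaerobic compound treatment at 37 deg C; signal develops 15-30 min at room temperature.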
Menin MLL FP TR: inhibitors of human menin-MLL interaction, mutant MLL peptide; O00255; Menin + Texas Red MLL mutant peptide, fluorescence polarization; Potency, µM (series often up to 61.6 µM), without a hit: at the highest dose FP activity change, negative = inhibition, actives largely listed as inhibitors; actives 0.23% (n = 270,000); AID 1768; active = well fitted inhibition curve with a large enough effect in the polarisation, with a control signal flat, not every such curve was filed as active; inconclusive = small, poorly fitted or top-dose-only effect, or effect the other way, or a change in a side signal; inactive = no such curve, though single readings can be large or run the other way; the % refers to the polarisation; also: potency is read from the fitted curve at half-maximal effect; % of control where 0% means no effect; many of its hits are not listed in these tables
FBPA coupling cs: counter-screen for Giardia aldolase inhibitors: coupling enzyme system. coupling enzyme system counterscreen, AmpLite Red fluorescence. activity change, negative = inhibition, % at 58.2 µM, hits read low. actives 0.67% (n = 290,000); in the data active = activity change below about -30%; also: % is scaled to controls: 0 for no effect and ±100 for the full control effect
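Activity here indicates interference with the coupling reaction, not aldolase inhibition. Compounds at 57.5 uM final met coupling enzymes for 10 min at RT; substrate and AmpLite Red detection followed, with a 525/598 nm fluorescence read after 20 min.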
TRPV1 agonist: agonists of human vanilloid receptor 1 (TRPV1); TRPV1-expressing cells, Fluo-8 calcium influx, agonist mode; activation, % at 8.33 µM; actives 0.19% (n = 320,000); AID 540275; in the data active = activation above about 80%; inconclusive = between about 30% and that limit; also: 0% is about no effect
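TRPV1-expressing cells were cultured overnight at 35.5C and loaded with Fluo-8 calcium dye for 40 to 90 min at room temperature. After a 10 s baseline, compound was added and calcium influx was read kinetically for 3 min (ex 480/em 520 nm).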
hERG WT inh: KCNH2 (human, wildtype) channel inhibition; activity change, % at 1.84 µM; AID 720551; actives 0.37% (n = 340,000); Q12809; U2OS, BacMam KCNH2, thallium flux FluxOr; stronger effect = lower value;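 active = maximum activity change below -70%; inconclusive = maximum activity change between -70% and -50%; inactive = maximum activity change above -50%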; also: % is scaled to controls: 0 for no effect and ±100 for the full control effect
Target sequence (Q12809 whole entry, looked up): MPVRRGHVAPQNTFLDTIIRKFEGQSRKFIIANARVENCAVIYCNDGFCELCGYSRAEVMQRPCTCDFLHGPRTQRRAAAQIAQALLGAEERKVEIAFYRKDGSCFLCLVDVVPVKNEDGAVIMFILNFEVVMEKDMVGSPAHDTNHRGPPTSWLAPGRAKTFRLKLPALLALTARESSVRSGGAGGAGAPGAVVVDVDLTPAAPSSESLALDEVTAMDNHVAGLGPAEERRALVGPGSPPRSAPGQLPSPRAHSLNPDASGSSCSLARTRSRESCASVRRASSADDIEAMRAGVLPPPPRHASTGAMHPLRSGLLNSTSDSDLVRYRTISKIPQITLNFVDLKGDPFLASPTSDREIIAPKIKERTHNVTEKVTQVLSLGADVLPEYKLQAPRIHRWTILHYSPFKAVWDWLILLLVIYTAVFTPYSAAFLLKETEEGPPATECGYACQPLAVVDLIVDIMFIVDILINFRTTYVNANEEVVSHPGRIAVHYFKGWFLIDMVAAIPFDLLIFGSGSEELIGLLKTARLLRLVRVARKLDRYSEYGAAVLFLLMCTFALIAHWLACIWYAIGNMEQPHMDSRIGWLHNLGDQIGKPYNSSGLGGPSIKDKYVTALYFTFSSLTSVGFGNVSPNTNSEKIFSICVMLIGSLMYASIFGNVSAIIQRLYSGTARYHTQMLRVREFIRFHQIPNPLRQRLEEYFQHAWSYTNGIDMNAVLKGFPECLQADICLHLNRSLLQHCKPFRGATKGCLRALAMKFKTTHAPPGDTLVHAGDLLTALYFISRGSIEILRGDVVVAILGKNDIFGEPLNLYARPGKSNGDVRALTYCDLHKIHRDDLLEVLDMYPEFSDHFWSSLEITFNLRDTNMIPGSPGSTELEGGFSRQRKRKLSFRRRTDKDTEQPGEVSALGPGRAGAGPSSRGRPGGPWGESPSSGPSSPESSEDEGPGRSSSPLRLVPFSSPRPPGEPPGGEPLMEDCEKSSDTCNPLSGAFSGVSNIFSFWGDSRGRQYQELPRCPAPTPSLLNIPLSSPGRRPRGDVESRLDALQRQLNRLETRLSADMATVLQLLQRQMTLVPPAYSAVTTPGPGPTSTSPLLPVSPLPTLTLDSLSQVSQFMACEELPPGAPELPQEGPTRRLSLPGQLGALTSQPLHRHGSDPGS
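U2OS cells were transduced with wild-type KCNH2 virus (2.03 x 10^8 / mL) for 4 h at room temperature, then cultured overnight at 37 C. Thallium flux was read with FluxOr dye. Rate constants were normalized to DMSO controls.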
MLL CXXC-DNA inh: blocks binding of human MLL CXXC domain to DNA | Q03164 | MLL-CXXC / FITC-HOXA9 DNA fluorescence polarization | Potency, µM (titrated, usually from 115 µM), without a hit: at the top dose activity change, negative = inhibition, actives largely listed as inhibitors | actives 0.037% (n = 290,000) | AID 2662; active = well fitted inhibition curve with a large enough effect in the polarisation, with a control signal flat, not every such curve was filed as active; inconclusive = small, poorly fitted or top-dose-only effect, or effect the other way, or a change in a side signal; inactive = no such curve, though single readings can be large or run the other way; the % refers to the polarisation; also: potency is read from the fitted curve at half-maximal effect
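Purified MLL-CXXC (added from a 7 uM solution) was preincubated 5 min at ambient with pinned compounds in 50 mM Tris-HCl pH 7.5, 50 mM NaCl, 1 mM DTT, 0.05% BSA. Fluorescein-labeled HOX-A9 DNA (50 nM solution) followed, 30 min, then polarization read.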
PKM2 act: activators of human pyruvate kinase M2; P14618; purified PKM2, Kinase-Glo ATP luminescence, activation; response scale: 0% is enzyme alone, no compound; Potency, µM (highest dose often 57.5 µM), for inactives: at the highest dose activation, actives largely listed as activators; actives 0.34% (n = 260,000); also: potency is read from the fitted curve at half-maximal effect; % is scaled to controls: 0 for no effect and ±100 for the full control effect; nearly all actives have a fitted effect of over 55% in size
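ATP formation by purified human PK-M2, quantified via coupled luciferase luminescence after 1 h at room temperature with 0.1 mM ADP and 0.5 mM PEP final.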
GALK inhibitor: galactokinase (human) inhibition. Potency, µM (doses to about 57.5 µM), for inactives: top-dose activity change, negative = inhibition, most hits filed as inhibitors. actives 0.007% (n = 270,000). AID 1868. Purified GALK, Kinase-Glo residual ATP luminescence; also: potency is read from the fitted curve at half-maximal effect; % is scaled to controls: 0 for no effect and ±100 for the full control effect
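ATP-depletion format; final 35 uM ATP, 100 uM D-galactose, 5 nM enzyme; pH 8.0 HEPES/Mg2+ buffer; 60 min RT; luminescence read 10 min after detection reagent.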
USP2a inh: inhibitors of human ubiquitin-specific protease USP2a. Potency, µM (top dose mostly 38.3 µM), for inactives: top-dose activity change, negative = inhibition, actives largely listed as inhibitors. AID 463254. USP2 core, Ub-CHOP2 coupled fluorogenic reporter, 485/531. actives 0.01% (n = 330,000). O75604;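 also: potency is read from the fitted curve at half-maximal effect; plate controls were DMSO wells for no effect and full inhibition by NEM control for full effect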
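USP2 core (10nM final) preincubated 30min RT with compound in 20mM Tris-HCl pH 8.0, 2mM CaCl2, 2mM beta-mercaptoethanol, 0.05% CHAPS; 25nM Ub-CHOP2 plus 25nM reporter substrate added, fluorescence (Ex485/Em531) read after 60min.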
An asterisk follows results filed as active; ? = inconclusive; · = not tested or not shown; [ ] = remark or other dose. Unless noted, calls follow the shape of the dose curve; as a rule, active = well fitted curve in the direction sought with a large enough effect; inconclusive = small, poorly fitted or top-dose-only effect, or another doubt; inactive = no such curve, though single readings can be large; an effect the other way counts as inactive or inconclusive. Not all compounds are listed (hit frequency here may not be typical).

SMILES	B2AR arrestin	KCNH2 3.1 inh	Giardia killer	Menin MLL FP TR	FBPA coupling cs	TRPV1 agonist	hERG WT inh	MLL CXXC-DNA inh	PKM2 act	GALK inhibitor	USP2a inh
CN(c1ccccc1)S(=O)(=O)c1cccc(C(=O)Nc2ccc3c(c2)CCC3)c1	0.0%	-5	-23	-1%	-1	9	1	4%	-9%	2%	-6%
Cc1nn(Cc2ccc(C(=O)N3c4ccc(F)cc4CCC3C)o2)c(C)c1Br (stereo not given)	-0.6%	1	2	?	1	9	-5	-14%	-1%	0%	-2%
O=C1N=c2ccccc2=C1c1c(O)n(-c2cccc(F)c2)[nH]c1=O	-0.2%	8	3	-4%	-29	-2	-9	7%	?	1%	5%
Cc1c(Cl)cccc1NC(=O)CSCC(N)=O	-0.3%	9	3	16%	-1	3	5	-1%	-6%	-2%	-1%
COc1cc2c(cc1NC(=O)CSc1nnc(Cc3cccs3)n1Cc1ccco1)oc1ccccc12	-0.5%	-18	3	-5%	1	2	3	-4%	1%	-2%	-8%
CC(=O)N1CCN(C(=O)CCc2nc3sc4c(c3c(=O)[nH]2)CCCC4)CC1	-1.0%	-15	-10	-10%	-2	0	-12	5%	1%	4%	5%
CCn1cc(C(=O)N[C@@H](C)C(=O)OC)c(=O)c2cc3c(cc21)OCO3	-0.3%	16	-2	-11%	0	-3	-9	24%	·	0%	0%
O=C(/C=C/c1ccco1)Nc1cccnc1Cl	0.7%	-5	-25	·	-8	6	1	3%	-19%	-1%	2%
COC(=O)c1c(C)[nH]c(C(=O)OCc2csc(CC(=O)Nc3ccccc3C)n2)c1C	5.1%	8	30[activator]	·	·	·	2	·	·	·	-2%
CC(=O)c1cccc(NC(=O)c2cc(Cl)sc2Cl)c1	-0.5%	12	6	-17%	0	?	1	17%	-1%	-5%	3%
O=C1N(CC(=O)N2CCc3ccccc32)CCN1Cc1ccc(Cl)cc1	-0.1%	2	-2	-7%	3	15	2	0%	-10%	-1%	1%
CC(C)Cn1c(SCC(=O)NCCCN2CCCC2=O)nc2ccccc21	0.5%	1	-1	·	·	-1	4	·	·	·	0%
Cc1ccc(OCCC(=O)OCC(=O)Nc2cc(C)cc(C)c2)cc1	0.3%	2	-16	·	·	10	3	0%	-1%	6%	0%
CCCS(=O)(=O)c1c(S(=O)(=O)CCC)c2c(C)cccn2c1C(N)=O	0.1%	5	-5	?	1	3	-9	2%	18%	-2%	-2%
O=C(NCc1ccc2c(c1)OCO2)c1cc(-c2ccc(Cl)cc2Cl)on1	0.3%	4	3	4%	·	0	20	-2%	-13%	-2%	-3%
Cc1cc2ccccc2cc(C)c1=O	-0.4%	6	-1	16%	2	-1	1	-3%	-1%	2%	-2%
O=C(CSc1nc2ccccc2c(=O)n1Cc1ccccc1)Nc1ccc(Br)cc1C(=O)O	-0.1%	13	20	?	4	-2	11	-17%	2%	-13%	-1%
COc1ccc(C(=O)NCC2CCCO2)cc1 (stereo not given)	-0.5%	-1	11	5%	-7	5	7	2%	-21%	·	1%
C=CCNc1nc2c(c(=O)[nH]c(=O)n2C)n1CC(O)COc1ccc2ccccc2c1 (stereo not given)	-0.6%	4	15	1%	1	-4	4	-2%	-3%	·	1%
CCOCCCNC(=O)c1ccc(N(C)S(=O)(=O)c2ccc(OC)cc2)cc1	0.1%	-1	2	·	0	-2	7	14%	-15%	-2%	0%
O=C(CSC(=S)N1CCCCC1)c1c(F)cccc1F	?	28	1	·	0	21	3	4%	-9%	0%	1%
Cc1cc(=O)oc2cc(OCC(=O)N3CCN(c4ccccc4)CC3)c(Cl)cc12	-0.4%	1	-23	-9%	-2	-2	-7	-2%	0%	-3%	0%
Cc1ccc(-c2[nH]c3ccccc3c2SCCNC(=O)c2cc3ccccc3oc2=O)cc1	-0.9%	-15	4	?	1	1	10	13%	-3%	·	-2%
O=C(O)c1cccc(S(=O)(=O)N2CCC(n3nnc4cc(C(F)(F)F)ccc43)CC2)c1	0.3%	-3	2	·	6	-1	-9	5%	·	?	-2%
CCOC(=O)C1=C(C)NC2=C(C(=O)CC(C)(C)C2)C1c1ccc(N(C)C)cc1 (stereo not given)	-0.1%	7	5	-19%	-3	·	29	4%	10%	-1%	2%

The final 5 entries of the part above lead into the next:
SMILES	B2AR arrestin	KCNH2 3.1 inh	Giardia killer	Menin MLL FP TR	FBPA coupling cs	TRPV1 agonist	hERG WT inh	MLL CXXC-DNA inh	PKM2 act	GALK inhibitor	USP2a inh
O=C(CSC(=S)N1CCCCC1)c1c(F)cccc1F	?	28	1	·	0	21	3	4%	-9%	0%	1%
Cc1cc(=O)oc2cc(OCC(=O)N3CCN(c4ccccc4)CC3)c(Cl)cc12	-0.4%	1	-23	-9%	-2	-2	-7	-2%	0%	-3%	0%
Cc1ccc(-c2[nH]c3ccccc3c2SCCNC(=O)c2cc3ccccc3oc2=O)cc1	-0.9%	-15	4	?	1	1	10	13%	-3%	·	-2%
O=C(O)c1cccc(S(=O)(=O)N2CCC(n3nnc4cc(C(F)(F)F)ccc43)CC2)c1	0.3%	-3	2	·	6	-1	-9	5%	·	?	-2%
CCOC(=O)C1=C(C)NC2=C(C(=O)CC(C)(C)C2)C1c1ccc(N(C)C)cc1 (stereo not given)	-0.1%	7	5	-19%	-3	·	29	4%	10%	-1%	2%
NS(=O)(=O)c1ccc(CCNC(=S)Nc2ccccc2)cc1	-1.6%	-9	-12	-10%	4	-7	0	-14%	-8%	-1%	4%
Cn1c2ccccc2c(=O)c2cc(C#Cc3ccsc3)ccc21	-1.4%	-2	-14	?	-7	0	-10	11%	-4%	·	-1%
Cc1ccc(S(=O)(=O)NC2OC(=O)C(Cl)=C2Cl)cc1 (stereo not given)	0.0%	-3	24	11%	2	0	54	?	-1%	-1%	1%
Cc1cc(NC(=O)CSc2ncn(-c3ccccc3)n2)no1	-0.2%	-11	6	-3%	·	-1	-10	5%	25µM*	-3%	1%
COc1ccc(C(=O)NNC(=O)CSc2nnc(-c3ccc(O)cc3)n2C)cc1	-0.1%	?	11	-4%	0	0	5	0%	-3%	9%	-1%
CSc1nc2n(n1)C(c1ccccn1)C1=C(CC(C)(C)CC1=O)N2 (stereo not given)	0.1%	2	5	-7%	1	3	-2	-3%	3%	0%	0%
CCOc1ccc(CCNC(=O)c2[nH]c(C)c(C(C)=O)c2CC)cc1OCC	-0.1%	·	2	-2%	0	9	-16	17%	-5%	0%	4%
Cc1ccc(CN2CC34C=CC(O3)C(C(=O)NCc3ccc5c(c3)OCO5)C4C2=O)cc1 (stereo not given)	-0.1%	3	-16	-22%	0	0	7	-7%	-5%	-4%	-2%
Cc1nn(CCC#N)c2nc(-c3ccccc3)cc(C(F)(F)F)c12	0.2%	-6	13	-5%	1	0	4	-1%	-20%	2%	0%
CCn1cc(C(=O)N[C@H](C(=O)NCCCOC)C(C)C)c(=O)c2cc3c(cc21)OCO3	0.3%	5	8	?	1	22	-8	5%	·	0%	4%
C=CCNC(=S)NNC(=O)COc1ccc(Br)cc1	6.7%	-1	?	4%	7	2	-9	7%	7%	0%	6%

4 of the entries above in order of the PKM2 act value, largest number first:
mol	B2AR arrestin	Menin MLL FP TR	TRPV1 agonist	MLL CXXC-DNA inh	PKM2 act	GALK inhibitor	USP2a inh
CSc1nc2n(n1)C(c1ccccn1)C1=C(CC(C)(C)CC1=O)N2 (stereo not given)	0.1%	-7%	3	-3%	3%	0%	0%
CCOc1ccc(CCNC(=O)c2[nH]c(C)c(C(C)=O)c2CC)cc1OCC	-0.1%	-2%	9	17%	-5%	0%	4%
NS(=O)(=O)c1ccc(CCNC(=S)Nc2ccccc2)cc1	-1.6%	-10%	-7	-14%	-8%	-1%	4%
Cc1nn(CCC#N)c2nc(-c3ccccc3)cc(C(F)(F)F)c12	0.2%	-5%	0	-1%	-20%	2%	0%
